# Bioassay records from PubChem.
# Tau fibril ThT – blocks human tau fibril formation measured by thioflavin T; Potency, µM (titrated, usually from 57.4 µM), for inactives: top-dose activity, negative = inhibition, actives largely listed as inhibitors; hit rate 2.1% among 270,000; recombinant tau K18 P301L, heparin-induced fibrillization, ThT fluorescence; P10636; further: nearly all actives have a fitted effect of over 55% in size
# Target sequence (P10636 561-689 P618L limits assumed): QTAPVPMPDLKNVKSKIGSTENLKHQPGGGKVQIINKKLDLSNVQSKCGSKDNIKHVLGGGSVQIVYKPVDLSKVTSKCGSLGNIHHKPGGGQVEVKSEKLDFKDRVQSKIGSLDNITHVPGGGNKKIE
#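 Fibril formation assay: tau K18 P301L at 15 uM with trace Alexa 594 label, heparin inducer 20 uM, pH 7 sodium acetate buffer, 37 C for 6 hr; endpoint ThT signal.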
# Tau fluor counter – counter-screen for tau fibril formation inhibitors; Potency, µM (series often up to 57.7 µM), without a hit: at the top dose activity change, negative = decrease; AID 1463; tau K18 P301L Alexa594 fluorescence, heparin fibrillization; hit rate 0.93% among 280,000; further: nearly all actives have a fitted effect of over 55% in size
#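 Human tau K18 P301L (15 uM unlabeled, 0.24 uM Alexa 594-labeled) in 100 mM sodium acetate pH 7 with 20 uM heparin, 6 hr at 37 C. ThT 30 uM added, 1 hr ambient; Alexa 594 FP and total fluorescence read at 555/632 nm.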
# TRb-SRC2 inh – disrupts binding of human TR beta to SRC2; P10828; TRbeta-SRC2 peptide binding, fluorescence polarization; receptor liganded with 1 µM T3; Potency, µM (titrated, usually from 106 µM), for inactives: at the highest dose activity change, negative = inhibition, actives largely listed as inhibitors; hit rate 0.065% among 280,000; AID 1469;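 further: plate controls were bound peptide for no effect and peptide without receptor for full effect; nearly all actives have a fitted effect of over 50% in size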
# Target sequence (P10828 whole entry, looked up): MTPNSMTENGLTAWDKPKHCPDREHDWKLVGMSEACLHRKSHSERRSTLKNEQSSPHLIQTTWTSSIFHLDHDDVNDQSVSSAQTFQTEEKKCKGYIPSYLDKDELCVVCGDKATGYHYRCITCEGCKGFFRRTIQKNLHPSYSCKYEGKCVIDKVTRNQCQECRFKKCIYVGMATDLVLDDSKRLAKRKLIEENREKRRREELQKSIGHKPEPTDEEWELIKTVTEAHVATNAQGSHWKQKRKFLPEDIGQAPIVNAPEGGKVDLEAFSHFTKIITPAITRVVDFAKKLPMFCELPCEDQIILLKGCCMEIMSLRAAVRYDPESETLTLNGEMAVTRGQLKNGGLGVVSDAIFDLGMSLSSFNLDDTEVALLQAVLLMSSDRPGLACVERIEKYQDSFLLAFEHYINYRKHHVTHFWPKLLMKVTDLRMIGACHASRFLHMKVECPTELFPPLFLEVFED
#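 Fluorescence polarization of 20 nM Texas Red SRC2 peptide (20-aa NR interaction domain) bound to 0.6 uM human TRb ligand-binding domain, with 1 uM T3, after 5 hr at ambient temperature; inhibition seen as decreased polarization.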
# ALDH1A1 block – ALDH1A1 (human) enzyme inhibition. Potency, µM (series often up to 75.3 µM), inactives show at the highest dose activity, negative = inhibition, actives largely listed as inhibitors. P00352. Purified ALDH1A1, NADH fluorescence, propionaldehyde substrate. hit rate 7.3% among 220,000; active means well fitted inhibition curve with a large enough effect, not every such curve was filed as active; inconclusive means small, poorly fitted or top-dose-only effect, or another doubt; inactive means no such curve, though single readings can be large or run the other way;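 further: plate controls were no enzyme wells and a reference inhibitor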
# Target sequence (P00352 whole entry, looked up): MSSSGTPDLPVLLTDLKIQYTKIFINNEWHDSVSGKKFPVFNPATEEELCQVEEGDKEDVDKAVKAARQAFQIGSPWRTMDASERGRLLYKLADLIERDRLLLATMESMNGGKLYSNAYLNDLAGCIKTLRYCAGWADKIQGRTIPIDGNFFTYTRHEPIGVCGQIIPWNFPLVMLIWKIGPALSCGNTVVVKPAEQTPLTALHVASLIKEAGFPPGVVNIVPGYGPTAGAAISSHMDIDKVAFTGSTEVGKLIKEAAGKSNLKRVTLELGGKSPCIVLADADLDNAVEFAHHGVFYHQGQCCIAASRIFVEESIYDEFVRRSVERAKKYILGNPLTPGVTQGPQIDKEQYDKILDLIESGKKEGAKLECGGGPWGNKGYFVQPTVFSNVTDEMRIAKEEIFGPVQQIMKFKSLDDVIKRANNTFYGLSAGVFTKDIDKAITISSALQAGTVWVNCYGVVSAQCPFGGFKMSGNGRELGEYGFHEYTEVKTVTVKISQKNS
# aGal spleen mod – inhibitors or activators of human alpha-galactosidase in spleen homogenate. AID 2107. hit rate 0.008% among 240,000. human spleen homogenate, 4MU-alpha-Gal fluorescence, 40 min. Potency, µM (highest dose often 80 µM), for inactives: at the top dose activity change, negative = inhibition, usual class: inhibitors;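 further: 0% = enzyme with vehicle and -100% = no enzyme basal signal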
#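 Human spleen homogenate (1 ug) was the enzyme source, with 4-methylumbelliferyl-alpha-D-galactopyranoside (1 mM final) in pH 5.0 citrate buffer with 0.01% Tween-20. Compounds were titrated; after 40 min at 37C, NaOH/glycine stop, 4-MU fluorescence read; AC50 from Hill fits.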
# TR SRC2 fluor cs – alters Texas Red total fluorescence, flagging assay interference. TRb/SRC2 Texas Red total fluorescence interference. Potency, µM (series often up to 106 µM), inactives show at the top dose fluorescence change, negative = quenching. hit rate 0.29% among 280,000. AID 1479; active means well fitted curve in either direction with a large enough effect; inconclusive means small, poorly fitted or top-dose-only effect
#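 Human TRβ ligand-binding domain (0.6 uM) and Texas Red SRC2 peptide (20 nM) in Tris buffer with 1 uM T3 and 5% DMSO were incubated with pinned compound for 5 hr at ambient temperature. Total fluorescence was computed as S + 2P (555/632 nm).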
# L3MBTL1 inh – inhibitors of human L3MBTL1 | Q9Y468 | AlphaScreen L3MBTL1–H3K9me1 peptide binding | Potency, µM (highest dose often 57.1 µM), for the others: top-dose activity, negative = inhibition, hits mostly inhibitors | hit rate 0.66% among 230,000 | AID 485360; further: nearly all actives have a fitted effect of over 60% in size
#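 Displacement of a biotinylated histone H3(1-15) peptide monomethylated at Lys9 (75 nM) from L3MBTL1 (50 nM) was measured by AlphaScreen after a 30 min room-temperature compound incubation; cefsulodin titration served as intraplate control.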
# Tau fibril FP – inhibitors of human tau fibril formation; AID 1468; hit rate 0.39% among 280,000; P10636; Potency, µM (series often up to 57.7 µM), for inactives: at the highest dose activity, negative = inhibition, usual class: inhibitors; K18 P301L tau heparin fibrillization, Alexa594 FP, 6 h; further: nearly all actives have a fitted effect of over 55% in size
#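 Steps: dispense K18 P301L tau (15 uM plus 0.24 uM Alexa 594 tracer, final) in pH 7 sodium acetate; add compound; add heparin (20 uM final); incubate 6 hr, 37 C; add ThT (30 uM final); after 1 hr ambient, read FP.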
# * = called active by the depositor; ? = inconclusive; / = no result given; [ ] = another dose, or the depositor's remark. Unless noted, the call rests on the fitted dose curve; in most records, active means well fitted curve in the direction sought with a large enough effect; inconclusive means small, poorly fitted or top-dose-only effect, or another doubt; inactive means no such curve, though single readings can be large; an effect the other way counts as inactive or inconclusive. Unless noted, on the % scale 0 is the no-effect control and ±100 the full control effect; potency means the concentration at half of the fitted maximal effect.
SMILES,Tau fibril ThT,Tau fluor counter,TRb-SRC2 inh,ALDH1A1 block,aGal spleen mod,TR SRC2 fluor cs,L3MBTL1 inh,Tau fibril FP
CCCCOC(=O)c1ccc(NC(=S)NC(=O)c2c(Br)c(C)nn2C)cc1,?,-17%,-6%,4µM*,-4%,-5%,27%,1%
O=C(NC(C(=O)N/N=C/c1ccccn1)c1n[nH]c(=O)c2ccccc12)c1ccccc1 (stereo unspecified),-9%,-6%,7%,/,-2%,-2%,11%,-6%
CCC(=O)N(C)CCc1cc2c(c(OC)c1/C=N/NC(=O)c1ccc(Br)cc1)OCO2,-15%,-16%,-5%,1%,4%,-3%,6%,-1%
CC(=O)Nc1cccc(C(=O)Nc2nc(C)cs2)c1,-7%,4%,2%,-1%,9%,-6%,-12%,7%
CCCn1c2ccccc2c2cnn(CC(=O)NCc3cc(OC)ccc3OC)c(=O)c21,13%,9%,8%,/,/,-18%,/,-2%
COc1ccc(-n2c(Cc3ccccc3)nnc2SCc2nc(-c3ccccc3C)no2)cc1,-10%,-13%,7%,/,/,-13%,/,3%
COc1ccc2c(=O)c(CC(=O)O)coc2c1,-2%,-4%,-1%,-2%,-1%,0%,/,-4%
CCCCNC(=O)C(C#N)c1nc2ccccc2nc1N1CCCC1 (stereo unspecified),-14%,-19%,1%,?,-11%,-2%,4%[11.4 µM],-8%
COc1ccc(NC(=O)c2oc3ccccc3c2NC(=O)C2CCCCC2)c(OC)c1,3%,-28%,2%,/,/,0%,/,-3%
C/C=C/OC(=O)NC(c1ccccc1)[C@@]1(C(=O)OC)CCCC1=O (stereo partly specified),-6%[11.5 µM],-4%[11.6 µM],3%[11.2 µM],6%[13.5 µM],0%[17.5 µM],-5%[11.2 µM],/,2%[11.6 µM]
FC(F)(F)c1cccc(Cc2noc(CN3C[C@@H]4CCC[C@H]3C4)n2)c1,-14%,-12%,-2%,?,-4%,-5%,-9%,-2%
COC(=O)CC(=O)CSc1nc2cc(C(=O)NCC(C)C)ccc2c(=O)n1CCc1ccccc1,3%,-8%,5%,/,/,1%,/,-5%
O=C(N/N=C/c1ccc(N2CCCCC2)o1)c1ccccc1,?,-3%,10%,25µM*,1%,-1%,-15%,2%
CCCCCCCC(=O)NNC(=O)c1c(O)c2ccccc2n(CCC)c1=O,-6%,-10%,-7%,-8%,-3%,1%,-16%,1%
O=C(CN1CCN(c2nc(-c3ccccc3)cs2)CC1)Nc1ccc2c(c1)OCO2,?,?,-8%,?,-3%,0%,/,14%
CCn1nnnc1NC(=O)c1ccc2ccccc2c1,-10%,-4%,3%,6%,2%,-3%,8%,1%
COc1cc(/C=C2\N=C(c3c(-c4ccccc4)noc3C)OC2=O)ccc1OC(C)=O,-3%,2%,0%,?,-4%,-3%,?,4%
COc1cccc(NS(=O)(=O)c2ccc3[nH]cc(C(=O)N4CCCCCC4)c(=O)c3c2)c1,-10%,-17%,4%,/,/,1%,/,-5%
CCOC(=O)c1sc(N(Cc2ccccc2)C(=O)CN2C(=O)CN(C)C2=O)nc1C,-2%,-12%,-13%,-3%,-2%,1%,-1%,4%
N#C/C(=C(\O)c1ccco1)c1ccccn1,-8%,6%,0%,25µM*,7%,1%,-2%,6%
Cc1cccc(C)c1NC(=O)CS(=O)CC(=O)NC1CCN(Cc2ccccc2)CC1 (stereo unspecified),-1%,1%,4%,-1%,7%,-3%,-1%,4%
C=CCN(CC=C)C(=O)C(=O)c1ccn(-c2c(C)csc2C(=O)OC)c1,0%,-4%,1%,3%,-3%,-1%,4%,?
C[N+](C)(C)CC/C=C1/c2ccccc2CSc2ccccc21,-1%,-4%,10%,?,1%,0%,-3%,3%
CCN(c1ccccc1)S(=O)(=O)c1nnc(NC(=O)C(C)(C)C)s1,?,2%,-5%,/,/,6%,/,?

# Results in Tau fibril FP, TR SRC2 fluor cs and TRb-SRC2 inh (2 entries from above):
Compound,Tau fibril FP,TR SRC2 fluor cs,TRb-SRC2 inh
COc1cc(/C=C2\N=C(c3c(-c4ccccc4)noc3C)OC2=O)ccc1OC(C)=O,4%,-3%,0%
COc1cccc(NS(=O)(=O)c2ccc3[nH]cc(C(=O)N4CCCCCC4)c(=O)c3c2)c1,-5%,1%,4%

# Single entries from the results shown.
# `COc1cccc(NS(=O)(=O)c2ccc3[nH]cc(C(=O)N4CCCCCC4)c(=O)c3c2)c1` – Tau fibril FP: -5%
# `COc1cc(/C=C2\N=C(c3c(-c4ccccc4)noc3C)OC2=O)ccc1OC(C)=O` – TR SRC2 fluor cs: -3%
# `COc1ccc2c(=O)c(CC(=O)O)coc2c1` – Tau fluor counter: -4%

# Next records.
SMILES,Tau fibril ThT,Tau fluor counter,TRb-SRC2 inh,ALDH1A1 block,aGal spleen mod,TR SRC2 fluor cs,L3MBTL1 inh,Tau fibril FP
CCn1c(CNc2cccc(Cl)c2)nnc1SCC(=O)OC1CCCCC1,-10%,-14%,-1%,?,-1%,-6%,5%,6%
Cc1ccc(CNC(=O)C2CCN(Cc3nc(-c4cccc(Br)c4)oc3C)CC2)cc1,-2%,-8%,1%,/,/,0%,/,-5%
O=C(COc1ncnc2cc(Cl)ccc12)c1ccc2c(c1)OCCO2,4%,7%,-1%,/,5%,0%,2%,-2%
NNc1ccc2nncn2n1,-23%,-4%,8%,/,1%,-8%,2%,-8%
Cc1ccc(/C=C/C(=O)O)cc1S(=O)(=O)NCc1cccnc1,/,-4%,0%,/,10%,-1%,/,-1%
CC(=O)N1CCc2nc3sc(C(=O)Nc4ccc(Cl)cc4F)c(N)c3c(C(F)(F)F)c2C1,?,-17%,-4%,/,/,6%,/,-8%
O=C(Nc1cccc(S(=O)(=O)Nc2ccccc2Cl)c1)c1ccc(Cl)nc1,7%,-12%,-1%,?,-14%,0%,1%,?
O=C(NCCN1CCCCC1)Nc1ccccc1,-8%,-7%,4%,-3%,6%,1%,/,-4%
COc1ccc2cc(/C=N/NC(=O)CN(c3ccccc3)S(=O)(=O)c3ccccc3)c(Cl)nc2c1,-1%,-13%,-3%,?,3%,5%,-2%,?
O=C(Nc1ccc2c(c1)OCCO2)c1c(F)c(F)c(F)c(F)c1F,-6%,-8%,8%,13%,-3%,0%,-1%,-2%
O=C(COC(=O)CC(c1ccccc1)c1ccccc1)Nc1c(F)cccc1F,0%,-9%,5%,?,8%,0%,10%,5%
CCNC(=O)CCSc1nnc(-c2ccncc2)o1,11%,9%,-4%,1%,0%,-2%,16%,3%
CCC1(C)OC(=O)NN(c2ccc(C)cc2)C1(C)O (stereo unspecified),2%,-1%,-2%,2%,2%,-4%,-12%,-2%
CCOC(=O)C1=C(C)Nc2ccccc2N=C1NC(=O)c1ccc(Cl)c(S(=O)(=O)N2CCCC2)c1,-10%,-29%,-4%,-13%,-7%,3%,-30%,-8%
Cn1c(=O)c2[nH]c(N3CCN(c4ccccc4)CC3)nc2n(C)c1=O,7%,6%,8%,-11%,-4%,2%,-20%[2.29 µM],5%
CCn1c(CNC(=O)c2ccco2)nnc1SCC(=O)c1ccc(OC)cc1,5%,-2%,-3%[53 µM],?,6%,-7%[53 µM],0%,-2%
COc1ccc(OCCCn2cc(/C=C3/C(=N)N4C=C(C)SC4=NC3=O)c3ccccc32)cc1,?,-16%,3%[53 µM],0%,-6%,-1%[53 µM],1%,-5%
COc1ccccc1-c1c(C)nn2c(NCCN3CCCC3)cc(C)nc12,-18%,-7%,7%,-7%,-3%,-1%,0%,-2%
Cc1ccc(C(=O)CC(=O)COc2ccc(Cl)cc2C)cc1,?,-11%,4%,5%,5%,-13%,18%,1%
c1cn(C23CC4CC(CC(C4)C2)C3)cn1,-6%,7%,-5%,-8%,2%,-2%,-3%,-3%
COc1ccc(-c2nc3ccccc3c(=O)n2CCOc2ccccc2C)cc1,-2%,-10%,-9%[53 µM],?,-2%,0%[53 µM],8%,-11%
Cc1[nH]n(-c2cccc(Cl)c2)c(=O)c1-c1ccccc1,?,-22%,-4%,0%,-6%,0%,/,?
CSc1ccc(C(=S)N2CCN(Cc3ccccc3)CC2)cc1,-18%,-25%,7%,2.2µM*,8%,1%,/,7%
COc1ccccc1C(=O)NCc1ccc(-c2nc3ccccc3s2)cc1,-8%,-15%,-4%,?,4%,0%,8%,2%
Nc1[nH]c(=S)nc2nc(-c3ccccc3)c(-c3ccccc3)nc12,?,-9%,-1%,?,-3%,0%,0%,0%
COc1ccc(OC)c(NC(=O)c2csnn2)c1,?,?,-3%,/,/,8%,/,?
Cc1ccc(C2C=C(c3ccccc3)Nc3nc(NS(=O)(=O)c4ccc(C)cc4)nn32)cc1 (stereo unspecified),-8%,2%,4%,/,/,-1%,/,0%
CCOC(=O)c1nnc(-c2ccccc2)nc1N1CC(C)OC(C)C1 (stereo unspecified),9%,9%,-6%,?,-5%,-4%,44%[activator],6%
CC(=O)N1CCc2cc(S(=O)(=O)NCCC(=O)N3CCc4ccccc4C3)ccc21,-10%,-5%,0%,-1%,1%,1%,0%,3%
COCCN(CCOC)C(=O)N1CCOCC1,-4%,-10%,-7%,/,9%,-2%,2%,-8%
COc1ccc(OC)c(NC(=O)c2cn(C)c(=O)c3cc(OC)c(OC)cc23)c1,1%,0%,5%,?,1%,-3%,11%,4%
Cc1ccc(-c2csc(NC(=O)C3CC=CCC3C(=O)O)c2C(=O)OC(C)C)cc1 (stereo unspecified),?,0%,-7%,?,-7%,-1%,-16%,1%
COc1ccccc1C(=O)Nc1ccc(OCc2cc(=O)n3cccc(C)c3n2)cc1,-7%,-4%,-5%,/,/,-1%,/,-2%
CN1c2ccccc2-c2nc3ccccc3n2C1c1ccncc1 (stereo unspecified),2%,-2%,4%,-8%,8%,-1%,/,4%
CCOc1ccc(NC(=O)CN(C)S(=O)(=O)c2cccs2)cc1,-13%,-3%,3%,-7%,-10%,-6%,/,4%
Cc1ccc(OCC(=O)N(Cc2ccco2)C2CCS(=O)(=O)C2)cc1 (stereo unspecified),5%,-4%,-4%,/,/,5%,/,3%
Cc1cc(C(=O)CN2C(=O)CCC2=O)c(C)n1Cc1ccccc1,-8%,1%,5%,7.1µM*,-14%,0%,-8%,-3%
CCC(Sc1nc(C)cc(C)n1)C(=O)O (stereo unspecified),2%,-1%,-4%,8%,-1%,-1%,9%,2%
O=C(c1ccc(Nc2nc3ccccc3n3nnnc23)cc1)N1CCN(c2cccc(C(F)(F)F)c2)CC1,-2%,-17%,3%,/,/,-2%,/,-7%
